ABCB6 inh MLPCN – blocks the human ABCB6 transporter. fluorescence ratio to DMSO, % at 10 µM. Q9NP58. AID 602162. 0.19% of 360,000 active. K562-ABCB6 porphyrin accumulation, flow cytometry, 1 h; stronger effect = lower value;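 active = fluorescence ratio to DMSO below 75%, the collection mean minus 3 SD; inconclusive = too few cells collected in the well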;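 also: signal is porphyrin accumulated inside mitochondria; 100% equals median channel fluorescence of DMSO control wells; lower ratio means ABCB6 inhibition with less porphyrin fluorescence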
CaV13 FRET inh – Disruptors of the CACNA1D IQ motif to Ca2+-dependent inactivation inhibitor domain association, primary screening, Förster resonance energy transfer in intact living …; HEK cells, CFP/YFP FRET ICDI-IQ, plate reader, 10 min; percent FRET-ratio fall versus neutral wells; inhibition, % at 12.3 µM; 0.098% of 340,000 active;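 active = mean replicate inhibition of at least 30% and at least 1% of replicates passing that level; inconclusive = only one of the two criteria is met; inactive = neither criterion is met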;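 also: 0% = median of the neutral control wells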
Vif inh – inhibitors of HIV Vif; HEK293T cells, Vif self-association by quenched fluorescence, imaging, 24 h; inhibition, % at 7.49 µM; 0.35% of 340,000 active; in the data active = inhibition above about 50%, passing the limit was not always enough; inconclusive = no clear call, values can overlap the other calls; inactive = below about 31%; also: some results filed as inactive read as strong as hits
PDI inh – PDI (human) enzyme inhibition | AID 588391 | 0.052% of 350,000 active | P07237 | PDI insulin aggregation turbidity, A650, 90 min | inhibition, % at 10 µM;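 active = mean inhibition across replicates of 30% or more, whatever share of single replicates reach that level; inconclusive = mean inhibition below 30% while every single replicate reaches 30%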;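 also: absorbance from insulin aggregation driven by PDI reduction with DTT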
Target sequence (P07237 whole entry, looked up): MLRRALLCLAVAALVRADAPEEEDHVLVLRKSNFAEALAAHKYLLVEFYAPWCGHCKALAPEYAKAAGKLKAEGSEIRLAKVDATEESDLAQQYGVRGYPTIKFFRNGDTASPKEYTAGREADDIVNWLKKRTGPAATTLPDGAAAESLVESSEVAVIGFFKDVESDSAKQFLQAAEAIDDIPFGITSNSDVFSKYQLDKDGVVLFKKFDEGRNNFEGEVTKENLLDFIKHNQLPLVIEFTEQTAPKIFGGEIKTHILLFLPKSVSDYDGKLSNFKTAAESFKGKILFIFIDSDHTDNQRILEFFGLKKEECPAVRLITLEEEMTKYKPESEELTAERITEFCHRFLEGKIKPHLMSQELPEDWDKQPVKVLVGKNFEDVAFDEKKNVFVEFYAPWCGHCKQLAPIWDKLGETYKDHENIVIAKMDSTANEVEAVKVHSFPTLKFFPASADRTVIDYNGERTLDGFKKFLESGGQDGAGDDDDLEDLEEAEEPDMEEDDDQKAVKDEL
N-glyco inh – blocks N-linked glycosylation in D54 reporter cells; D54 ERlucT glycosylation luciferase reporter, 24 h; percent of 100 nM tunicamycin response; reporter increase, % at 12.5 µM; 0.23% of 360,000 active; AID 588692;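 active = mean luciferase reporter signal, scaled so untreated is 0 and the glycosylation-blocking control 100, at or above a set limit in every replicate; inconclusive = mean reaches the limit but not every replicate does; inactive = mean below the limit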;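 also: luciferase carries N-glycosylation sites so blocking glycosylation raises the light; 0% = median of neutral control wells and 100% = median of 100 nM tunicamycin wells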
aDG glyco act – increases alpha dystroglycan glycosylation; Pro5-aDG cells, alpha-DG glycosylation AlphaScreen (IIH6); 0% Pro5, 100% B10-LARGE cell signal; activation, % at 10 µM; 0.22% of 360,000 active;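 active = activation of at least 8% versus controls, or a plate z-score of at least 8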;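 also: Pro5 are CHO cells carrying HIG-tagged alpha-DG that lacks glycosylation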
hiPSC survival – hiPSC single-cell survival enhancement. ATPlite luminescence; 100% = ROCK inhibitor wells, 0% = DMSO. survival enhancement, % at 20 µM. 0.044% of 360,000 active; in the data active = survival enhancement above about 18%;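 also: cells exposed to compounds for 16 hours before the ATP read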
m5-HT2A agonist – agonists of mouse serotonin 5-HT2A receptor (HTR2A). 0.66% of 360,000 active. CHO-K1 mHTR2A beta-arrestin complementation, luminescence; percent of 30 µM serotonin response. activation, % at 7.6 µM. P35363;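 active = activation above a run cutoff, the mean activation of all tested compounds plus 3 SD, cut at about 14% in these data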;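 also: 0% = plate median of compound wells and 100% = 30 µM serotonin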
Target sequence (P35363 whole entry, looked up): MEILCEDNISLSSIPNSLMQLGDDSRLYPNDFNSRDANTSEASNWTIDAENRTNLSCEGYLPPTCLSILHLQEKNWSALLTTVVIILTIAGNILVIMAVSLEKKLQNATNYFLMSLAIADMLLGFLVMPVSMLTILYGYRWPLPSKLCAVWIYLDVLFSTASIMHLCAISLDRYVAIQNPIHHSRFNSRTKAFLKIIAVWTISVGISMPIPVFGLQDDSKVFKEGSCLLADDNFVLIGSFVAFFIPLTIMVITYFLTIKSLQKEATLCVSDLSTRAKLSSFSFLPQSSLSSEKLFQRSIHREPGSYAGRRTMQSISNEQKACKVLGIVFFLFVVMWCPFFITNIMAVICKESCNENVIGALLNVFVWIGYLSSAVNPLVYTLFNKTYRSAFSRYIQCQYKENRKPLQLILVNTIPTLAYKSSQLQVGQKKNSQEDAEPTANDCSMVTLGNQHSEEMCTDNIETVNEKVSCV
H9c2 protect – protects H9c2 cardiomyocytes from peroxide injury. 0.63% of 360,000 active. H2O2 injury protection, ATPLite, 2 h. protection from H2O2 cell death, % at 20 µM;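 active = compounds giving at least 50% protection of heart cells from peroxide-induced death in the single-dose screen, raw or plate-pattern-corrected value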;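 also: 0% = DMSO wells with peroxide and 100% = DMSO wells without peroxide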
Granule exo inh – lytic granule exocytosis inhibition; inhibition, % at 10 µM; AID 651702; 0.66% of 360,000 active; TALL-104 LAMP-1 surface exposure, flow cytometry; cells stimulated with thapsigargin and PMA;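 active = inhibition above about 55%, limit read from the data; inconclusive = no clear call, values can overlap the other calls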
* = called active by the depositor; ? = inconclusive; nt = no result given; & = joins results of further samples.

Screens in order – ABCB6 inh MLPCN	CaV13 FRET inh	Vif inh	PDI inh	N-glyco inh	aDG glyco act	hiPSC survival	m5-HT2A agonist	H9c2 protect	Granule exo inh
CC(=O)Nc1cc(-c2ccc(C(=O)NC3CC3)cc2)cn2c(-c3ccc(F)c(Cl)c3)cnc12
    101	-5	-17	1	-7	1.0	-1.6	-1	32	14
CC(C)(C)NCc1cc(Cl)ccc1OCc1ccccc1F
    100	-5	-4	2	-2	1.2	-3.4	-2	-1	2
O=C(NC12CC3CC(CC(C3)C1)C2)N1CCN(c2ccccc2)CC1
    98	10	0	1	0	0.0	1.1	-1	-5	-5
O=C(O)Cc1n[nH]c(=O)c2ccccc12
    104	-3	-1	-3	12	0.2	1.3	0	21	0
CCC(C)N(C(=O)Cn1c(Cl)nc2c1c(=O)n(C)c(=O)n2C)C1CCS(=O)(=O)C1 (configuration not stated)
    100	-7	15	-4	1	-0.3	1.5	6	10	6
CCCCN(CC)Cc1c(O)ccc2c(-c3ccccc3)cc(=O)oc12
    94	-18	2	2	-6	0.2	-0.4	-2	-14	-2
COc1ccc(NC(=O)CSc2nccn2Cc2ccco2)cc1
    102	-6	-4	-1	-3	0.1	0.5	-2	-5	-8
Cc1cc(Cl)ccc1C(=O)C1CCCN(C(=O)c2cc(C(C)C)no2)C1 (configuration not stated)
    86	7	-3	-4	3	0.6	1.4	46*	-5	1
Cc1c(OCC(=O)NCCCN2CCOCC2)ccc2c3c(c(=O)oc12)CCCC3
    91	-15	-7	1	0	0.2	0.2	-4	2	-5
COC(=O)CN1C(=O)C(O)(CC(=O)c2ccc(C)cc2)c2cc(Br)ccc21 (configuration not stated)
    101	-12	9	-1	-1	0.3	-0.3	0	5	-7
Cc1ccccc1NC(=O)Cc1nnc(NC(=O)Nc2ccccc2F)s1
    101	-5	5	-9	-2	-0.1	-0.3	0	4	5
O=Cc1cnc(N2CCN(Cc3ccccc3)CC2)s1
    102	-2	-5	0	0	0.2	2.3	-1	2	-2
Cc1cc2cc(C#N)c(SCC(=O)Nc3nonc3C)nc2cc1C
    95	-10	79*	-2	4	0.0	1.0	3	-5	-7
CC(NC(=O)c1cc2sccc2n1C)c1ccc2c(c1)OCCO2 (configuration not stated)
    99	-9	-7	3	-10	0.1	0.7	-4	-4	2
CCOC(=O)/C(=C\c1ccc(Cl)cc1)c1nc2sc(C)c(C)c2c(=O)[nH]1
    99	-6	2	3	21	-0.5	-0.5	-3	-14	13
Cc1nc2c(OCCN3C(=O)c4ccccc4C3=O)cccn2c1N(C)C(=O)CCC1CCCC1
    94	-3	-1	-3	1	-0.1	4.8	-2	5	0
COc1ccc(C(=O)N(NC(=O)Oc2ccccc2)C(C)(C)C)cc1
    100	-3	1	-24	1	0.0	-0.4	2	-4	2
COC(=O)c1ccccc1NC(=O)Cn1c(=O)n(Cc2ccccc2)c(=O)c2c(C)c(C)sc21
    97	-2	-18	0	-3	1.0	0.9	5	-8	0
COc1ccc(CCNCC(O)COc2cccc(Br)c2)cc1 (configuration not stated)
    102	-3	-7	1	0	1.4	-0.8	2	1	2
Cc1cc(C(=O)N2CCN(c3ncccn3)CC2)sc1-c1ccccc1
    97	-9	9	-4	-2	0.3	1.6	-2	-9	-1
COc1ccc(OC)c(NC(=O)COC(=O)c2ccc(S(=O)(=O)N3CCOCC3)cc2)c1
    94	nt	7	12	2	0.3	3.1	0	18	-2
COc1ccccc1/C=C/C(=O)NCC(=O)N/N=C/c1ccc(C)o1
    91	-3	-6	-1	-2	0.1	1.2	4	5	1
Cn1nnnc1SCc1nc2ccccc2s1
    98	-7	32	-2	0	0.1	3.7	0	13	-8
COCCn1c(SCc2ccccc2F)nc2ccccc2c1=O
    100	5	18	4	-2	0.4	-0.9	-5	-3	2
CCOc1ccc(OCC)c(S(=O)(=O)N2CCCCC2C)c1 (configuration not stated)
    95	-6	1	-5	-1	0.2	-1.7	-2	-1	-4
Cc1ccc(S(=O)(=O)[N-]c2nc3ccccc3nc2-n2cc[n+](Cc3ccccc3)c2)cc1
    94	-20	-10	0	43*	0.1	-0.7	-1	-9	-1
Fc1ccc(OCCOCCNCC2CCCO2)cc1 (configuration not stated)
    81	-4	2	-3	2	0.6	4.4	0	-4	-1
Cc1sc2nc(SCC(=O)N3CCOCC3)[nH]c(=O)c2c1C
    104	-6	4	17	3	0.0	0.0	7	61*	-2
O=C(CSc1cn(CC(=O)N2CCCCC2)c2ccccc12)NCC1CCCO1 (configuration not stated)
    97	-3	-5	8	-1	-0.1	-0.2	-3	-1	-3
CS(=O)(=O)N(CC(=O)Nc1ccc(S(=O)(=O)N2CCCC2)cc1)c1cccc(F)c1
    97	-5	7	11	-2	-0.3	0.2	5	-2	0
O=C(N/N=C/C=C\c1ccco1)c1cccnc1
    99	-2	-1	3	2	0.2	-2.8	-5	0	0
CC1=C(C#N)C(NC(=O)C2CC2)(C(F)(F)F)C(=O)N1 (configuration not stated)
    91	-2	5	3	3	-0.2	-2.6	0	14	0
CCOC(=O)C1(Cc2cccc(F)c2)CCN(CCCn2cccn2)CC1
    97	-2	4	4	0	0.0	-0.6	-4	6	7
O=C1C=C(/C=C/c2ccccc2)C[C@@H](c2ccc3c(c2)OCO3)C1
    96	-11	-4	2	3	-0.2	1.2	0	-5	8
O=C(c1cc2cc(Cl)ccc2[nH]1)N1CCN(c2ccc(F)cc2)CC1
    93	-3	-12	-12	1	0.2	-0.5	2	-8	9
CCOc1ccc(N(CC)S(=O)(=O)c2ccc3c(c2)n(C)c(=O)c(=O)n3C)cc1
    103	-9	10	-24	0	0.0	0.0	0	2	-6
O=C(COC(=O)c1ccc(S(=O)(=O)N2CCCCC2)cc1)NCc1ccc(F)cc1
    95	nt	1	-4	2	1.1	0.6	5	2	4
COc1ccc(N(C(=O)c2snc(C(N)=O)c2N)C(C(=O)NC2CCCC2)c2ccco2)c(OC)c1 (configuration not stated)
    100	-5	-5	2	-1	0.1	-0.4	-1	0	3
O=C(CCCN1C(=O)/C(=C/c2ccc(F)cc2)SC1=S)Nc1ccc(C(=O)O)cc1
    99	-5	2	-2	0	-0.1	-2.7	5	2	-6
CCn1c(=O)c(C(=O)NCc2ccc3c(c2)OCO3)c(O)c2ccccc21
    99	-21	-3	12	0	0.0	0.7	4	9	6
CCCSc1ccc([C@H]2N[C@@](CC(C)C)(C(=O)OC)[C@H]3C(=O)N(C)C(=O)[C@@H]23)cc1
    100	-10	-4	-6	0	0.5	0.4	-9	-2	-8
COC1C=COC2(C)Oc3c(C)c(O)c4c(O)c(c(CN5CCN(C)CC5)c(O)c4c3C2=O)NC(=O)C(C)=CC=CC(C)C(O)C(C)C(O)C(C)C(OC(C)=O)C1C (configuration not stated)
    118	-8	11	-45	6	0.6	5.5	-3	0	-3
C/C(=C\C(=O)O)CC(=O)O
    99	nt	3	2	4	-0.1	1.1	-1	7	0
COCCN(C(=O)Nc1ccccc1OC)c1nc2ccccc2s1
    96	-1	1	15	-4	0.0	-0.4	-1	16	3
Cc1ccc(-c2c3c(=O)n(C)c(=O)n(C)c3cn2-c2ccccc2O)cc1
    80	-5	3	-6	5	0.1	-0.2	7	4	1
CN(C)CCNc1nc(-c2ccccc2F)c2sccc2n1
    102	-16	3	3	-1	0.1	-2.2	0	6	11
Cc1cc(-c2csc3nc[nH]c(=S)c23)cc(C)c1C
    98	2	-4	-2	3	0.6	-0.6	-1	61*	3
COc1ccc(-n2c(C)nnc2SCC(=O)NC2CC2)cc1
    90	-7	-11	-2	2	-0.3	1.0	3	-4	0
O=C(Cn1cnnn1)Nc1ccccc1Cc1ccccc1
    89	-4	19	-6	1	0.1	0.8	-1	-3	-1
CCOC(=O)c1cn2cccnc2n1
    97	-2	2	1	1	-0.2	2.3	-2	-2	0
Cc1ccc(-c2nc3ccccc3c(=O)n2-c2c(C)n(C)n(-c3ccccc3)c2=O)cc1
    98	0	18	9	0	0.1	-0.5	2	6	-3
C=CCOC(=O)C1=C(C)NC(SCC(=O)NC(=O)OCC)=C(C#N)C1c1cccnc1 (configuration not stated)
    449&100	-3&-1	?	-17&6	0&0	-0.1&-0.2	-1.8&0.4	3&2	5&11	-12&0
COc1ccc(Cl)cc1Nc1nc(Cl)nc(NCCO)n1
    96	-6	-3	-5	0	-0.4	1.4	0	7	2
Oc1ccccc1C(Nc1nccs1)c1ccc2cccnc2c1O (configuration not stated)
    97	-6	-3	2	-3	0.1	-0.6	4	32	0
O=C1/C(=C/c2ccco2)SC(=S)N1c1cccnc1
    90	-5	-7	9	0	0.0	-0.5	3	1	-4
COc1cc(C(c2sc3nc(C)nn3c2O)N2CC(C)CC(C)C2)cc(OC)c1OC (configuration not stated)
    95	-6	-4	nt	6	-0.3	-0.8	9	8	1
C=CCNC(=S)NNC(=O)c1ccc2c(c1)OCO2
    104	-8	-4	0	2	0.3	3.4	0	-4	3
Cc1cc(C)c(OCC(=O)OCC(=O)N(C)C2CCS(=O)(=O)C2)c(C)c1 (configuration not stated)
    99	-7	10	-3	0	0.1	0.2	-6	2	1
O=S(=O)(NCc1ccccc1Cl)c1cccs1
    97	-5	2	1	3	0.0	0.2	-5	5	1
COc1cccc(C2=Cc3ccc(F)cc3C(CC(C)=O)N2c2ccc(-c3cncnc3)cc2)c1 (configuration not stated)
    93	-9	nt	nt	nt	-0.2	0.3	-1	nt	-10

The results go on.
Screens in order – ABCB6 inh MLPCN	CaV13 FRET inh	Vif inh	PDI inh	N-glyco inh	aDG glyco act	hiPSC survival	m5-HT2A agonist	H9c2 protect	Granule exo inh
Cc1cc(=O)oc2c3c(cc(OCC(=O)NC(Cc4ccc(Cl)cc4)C(=O)O)c12)OC(C)(C)CC3 (configuration not stated)
    105	nt	-1	nt	4	-0.2	3.8	0	-1	5
c1nc2sc3c(c2c2nnnn12)CCC3
    97	nt	-4	2	-3	0.1	-0.4	3	5	-1
Cc1ccc(C(=O)CSc2nnc(-c3c[nH]c4ccccc34)o2)cc1
    83	-4	-7	4	-2	0.3	-0.1	5	-6	1
Cc1ccc(S(=O)(=O)N/N=C\c2cn(-c3ccccc3)nc2-c2ccccc2)cc1
    97	-10	-13	21	-1	-0.2	-3.0	-5	-12	2
COC(=O)[C@]12CCCCC=C1N(Cc1ccc3c(c1)OCO3)C(=O)[C@H](CC(=O)NCc1cccc(C(F)(F)F)c1)C2
    nt	-7	nt	nt	nt	-0.1	nt	-1	nt	8
O=C(c1oc(=O)c2ccccc2c1-c1ccccc1)N1CCOCC1
    88	nt	24	-1	0	0.3	-0.6	-2	-5	1
CCCCSc1nc(C)c(CC(=O)O)c(=O)[nH]1
    102	nt	2	-10	0	-0.3	7.2	3	4	-2
Cc1ccc(-c2cnc(C(O)c3cc(F)cc(Cl)c3)[nH]2)cc1 (configuration not stated)
    90	-5	-3	0	0	0.1	0.8	-7	-5	2
Cc1ccccc1-c1nnc2c3ccccc3c(C)nn12
    94	nt	-2	-10	9	3.7	-1.6	-1	7	-3
S=C(Nc1ccc(CN2CCCCC2)cc1)Nc1cccc(Cl)c1Cl
    98	-6	-2	0	-3	-0.2	-0.7	-10	2	1
O=C1c2ccncc2C(=O)N1C1CCCCC1
    104	-4	-4	7	0	0.0	-0.5	2	4	3

Assay outcomes as filed in PubChem BioAssay.
